Mtb FBA inh – inhibits M. tuberculosis FBA enzyme; P9WQA3; purified M. tuberculosis FBA, fluorescence read-out; inhibition, % at 1 µM; 360,000 tested, 2.3% active; AID 588726; in the data active = inhibition above about 27%;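 also: 0% = vehicle and 100% = reference inhibitor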
BioA inh – blocks M. tuberculosis BioA enzyme activity; 360,000 tested, 0.096% active; inhibition, % at 9.99 µM; purified M. tuberculosis BioA enzyme, plate reader; AID 602481; in the data active = inhibition above about 40%; inconclusive = no clear call, values can overlap the other calls
UGM FP inh – inhibitors of M. tuberculosis UDP-galactopyranose mutase. P9WIQ1. purified UGM, fluorescence polarization probe displacement. inhibition, % at 10 µM. 320,000 tested, 0.06% active; in the data active = inhibition above about 10%, passing the limit was not always enough; inconclusive = no clear call, values can overlap the other calls
BH1578 lux ind – quorum light induction in luxS cqsA deficient V. cholerae | AID 588436 | V. cholerae BH1578 lux reporter, luminescence, 6 h | 350,000 tested, 0.16% active | activation, % at 18.7 µM; in the data active = activation mostly above about 9.7%, no sharp cut-off; inconclusive = no clear call, values can overlap the other calls; inactive = mostly below about 3.7%; also: not every result past the cut was called active; inactives centre near 0; reference of the scale not given here
PfHsp40 yeast – restores yeast growth despite PfHsp40 toxicity; S. cerevisiae expressing PfHsp40, growth rescue, ATP luminescence; growth rescue, % at 12.5 µM; 340,000 tested, 0.68% active; in the data active = growth rescue above about 28%, passing the limit was not always enough; inconclusive = no clear call, values can overlap the other calls;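 also: yeast W303a lacking pdr1 and pdr3 grown in galactose medium; growth measured after three days at 30 °C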
GDH-TPI inh – counter-screen for M. tuberculosis FBA inhibitors: GDH-TPI coupled enzymes; GDH-TPI coupled enzyme counterscreen, NADH absorbance; inhibition, % at 4.8 µM; 360,000 tested, 1.2% active; in the data active = inhibition above about 30%;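 also: 0% = DMSO wells and 100% = wells lacking the enzyme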
TcdB inh – inhibitors of Clostridioides difficile toxin B glycohydrolase; AID 652162; inhibition, % at 9.99 µM; P18177; TcdB glycohydrolase enzymatic assay, plate reader; 350,000 tested, 0.24% active; in the data active = inhibition above about 10%
Target sequence (P18177 whole entry, looked up): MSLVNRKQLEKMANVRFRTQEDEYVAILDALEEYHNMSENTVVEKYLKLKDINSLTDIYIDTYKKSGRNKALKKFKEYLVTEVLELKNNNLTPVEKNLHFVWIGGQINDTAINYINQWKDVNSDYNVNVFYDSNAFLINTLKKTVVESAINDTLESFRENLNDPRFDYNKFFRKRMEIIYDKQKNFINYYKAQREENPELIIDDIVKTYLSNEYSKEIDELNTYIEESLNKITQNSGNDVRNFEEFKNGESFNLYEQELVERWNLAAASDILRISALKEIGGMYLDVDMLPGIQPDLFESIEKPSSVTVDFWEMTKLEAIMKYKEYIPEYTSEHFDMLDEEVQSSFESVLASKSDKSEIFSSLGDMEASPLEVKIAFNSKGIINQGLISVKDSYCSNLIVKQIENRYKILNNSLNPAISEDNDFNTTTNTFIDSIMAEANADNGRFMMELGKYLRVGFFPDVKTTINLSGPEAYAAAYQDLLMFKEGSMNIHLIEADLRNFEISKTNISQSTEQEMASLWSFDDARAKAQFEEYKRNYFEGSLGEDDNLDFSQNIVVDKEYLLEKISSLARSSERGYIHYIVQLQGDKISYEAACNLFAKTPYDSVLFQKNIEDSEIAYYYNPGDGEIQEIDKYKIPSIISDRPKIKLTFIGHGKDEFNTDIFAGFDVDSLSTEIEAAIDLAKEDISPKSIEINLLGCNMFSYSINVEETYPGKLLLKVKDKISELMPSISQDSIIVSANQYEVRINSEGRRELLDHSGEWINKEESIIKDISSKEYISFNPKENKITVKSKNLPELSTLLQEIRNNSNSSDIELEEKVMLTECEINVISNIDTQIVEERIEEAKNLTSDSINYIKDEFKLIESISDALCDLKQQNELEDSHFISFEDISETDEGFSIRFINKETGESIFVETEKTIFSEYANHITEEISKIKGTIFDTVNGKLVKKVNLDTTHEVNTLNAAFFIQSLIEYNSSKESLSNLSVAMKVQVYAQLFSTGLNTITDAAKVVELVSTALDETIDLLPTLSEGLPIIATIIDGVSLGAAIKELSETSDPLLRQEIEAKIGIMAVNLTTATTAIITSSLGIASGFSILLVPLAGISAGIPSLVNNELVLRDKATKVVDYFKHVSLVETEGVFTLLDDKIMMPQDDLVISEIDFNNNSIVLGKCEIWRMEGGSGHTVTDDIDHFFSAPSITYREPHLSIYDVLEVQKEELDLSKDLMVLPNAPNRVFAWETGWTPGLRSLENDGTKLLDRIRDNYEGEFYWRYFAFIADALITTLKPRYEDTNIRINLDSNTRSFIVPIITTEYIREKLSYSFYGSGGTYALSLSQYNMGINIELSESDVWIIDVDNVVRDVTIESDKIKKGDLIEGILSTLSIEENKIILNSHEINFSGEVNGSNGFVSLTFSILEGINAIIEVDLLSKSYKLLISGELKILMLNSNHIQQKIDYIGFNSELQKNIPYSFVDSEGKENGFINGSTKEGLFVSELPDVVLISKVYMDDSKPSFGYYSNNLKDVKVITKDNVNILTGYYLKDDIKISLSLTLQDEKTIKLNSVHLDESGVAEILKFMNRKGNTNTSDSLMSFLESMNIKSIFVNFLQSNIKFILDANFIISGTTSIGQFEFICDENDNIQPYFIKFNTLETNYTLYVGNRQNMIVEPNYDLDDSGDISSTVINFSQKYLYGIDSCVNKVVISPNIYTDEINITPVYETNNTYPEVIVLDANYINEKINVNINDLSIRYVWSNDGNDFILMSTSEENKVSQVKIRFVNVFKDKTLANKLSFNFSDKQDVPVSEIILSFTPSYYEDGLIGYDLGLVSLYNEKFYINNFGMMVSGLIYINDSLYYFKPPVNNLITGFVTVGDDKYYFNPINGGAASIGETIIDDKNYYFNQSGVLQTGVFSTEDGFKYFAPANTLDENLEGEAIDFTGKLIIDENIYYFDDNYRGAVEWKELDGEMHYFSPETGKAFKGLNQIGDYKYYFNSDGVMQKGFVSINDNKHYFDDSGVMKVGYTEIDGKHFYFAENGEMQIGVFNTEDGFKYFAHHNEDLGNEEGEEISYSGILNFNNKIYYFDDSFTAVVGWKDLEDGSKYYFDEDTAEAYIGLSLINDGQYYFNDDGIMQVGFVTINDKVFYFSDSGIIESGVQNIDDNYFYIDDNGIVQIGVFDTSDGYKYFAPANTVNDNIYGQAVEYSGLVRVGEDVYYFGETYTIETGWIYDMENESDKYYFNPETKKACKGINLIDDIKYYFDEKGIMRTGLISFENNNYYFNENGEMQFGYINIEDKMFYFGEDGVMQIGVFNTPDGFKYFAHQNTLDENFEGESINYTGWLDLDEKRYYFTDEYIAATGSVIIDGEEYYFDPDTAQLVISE
FadD28 FP inh – inhibitors of Mycobacterium tuberculosis FadD28 bisubstrate binding; FadD28 bisubstrate probe binding, fluorescence polarization; inhibition, % at 12.5 µM; 360,000 tested, 0.22% active; in the data active = inhibition above about 8.5%, passing the limit was not always enough; inconclusive = no clear call, values can overlap the other calls
Yp Topo-I inh – Y. pestis Topo-I inhibition via cleavage products | Y. pestis Topo-I cleavage product accumulation, plate reader | activity, % at 10 µM | 360,000 tested, 0.064% active | AID 504884; in the data active = activity above about 50%, passing the limit was not always enough; inconclusive = no clear call, values can overlap the other calls; also: inactives centre near 2
The depositor's hits bear a star; i = inactive; u = inconclusive; x = not tested or not shown; & = joins results of further samples.

SMILES	Mtb FBA inh	BioA inh	UGM FP inh	BH1578 lux ind	PfHsp40 yeast	GDH-TPI inh	TcdB inh	FadD28 FP inh	Yp Topo-I inh
O=[N+]([O-])c1nn(-c2ccccc2)n(O)c1=NC1CCN(Cc2ccccc2)CC1	6	x	-1.4	-0.3	3.2	15	-0.6	-2.4	-8
COc1ccccc1/C=N/NC(=O)CSc1ccc2ccccc2n1	0	x	-1.1	i	0.1	5	6.0	-0.4	43
CC(=O)Nc1ccc(S(=O)(=O)NC2(C(F)(F)F)C(=O)Nc3c2c(=O)[nH]c(=O)n3Cc2ccco2)cc1 (centres undefined)	-1	x	-1.1	0.5	-0.6	2	-1.5	0.8	-3
CC(C(=O)Nc1ccc(O)c(C(=O)O)c1)N1C(=O)/C(=C/c2cccs2)SC1=S (centres undefined)	-9	11	3.1	-1.7	3.7	20	-2.4	u	-2
CCOC(=O)N1CCC(NS(=O)(=O)c2cc(C(=O)OC)n(C)c2)CC1	1	0.5	-4.4	-0.3	-0.1	-2	1.8	0.6	6
Cc1ccccc1-n1c(O)c(/C=N/c2nccs2)c(=O)[nH]c1=O	2&0	-0.7&0.4	0.1&-2.5	i	-0.1&-0.1	-4&0	1.3&0.1	-1.3&0.1	6&3
CCCCNCCCOc1cc(Cl)ccc1Cl	1	x	0.8	i	-1.6	-9	x	-2.9	2
O=C(O)C1=NN(c2cc(Cl)c(S(=O)(=O)O)cc2Cl)C(=O)C1	4	-0.9	x	-5.6	2.0	13	1.3	-0.1	0
Cc1nc2ccc(S(=O)(=O)NCC(=O)O)cc2s1	0	-0.7	0.2	-0.3	0.5	4	x	0.1	-7
Cc1ccsc1C(=O)OCC(=O)NCCCc1ccccc1	-1	x	-1.0	-3.2	-0.1	2	0.7	-0.7	-1
Cc1ccc(Cn2cccc(-c3nc4ccccc4s3)c2=O)cc1	54*	x	0.5	-0.7	-0.3	18	x	0.4	-6
CCCc1nnc(SCCSc2nnc(CCC)n2N)n1N	3	-1.1	-0.7	0.1	-2.1	-5	x	-2.6	3
O=C(c1ccccc1)N1N=C(c2cccs2)CC1c1ccccc1O (centres undefined)	-1	3.6	-0.6	-0.2	0.6	29	2.5	-2.2	1
CCOc1ccccc1CN1CCN(Cc2nc3c(s2)CCCC3)CC1CCO (centres undefined)	-1	x	2.1	0.6	-0.7	-1	-0.3	-1.5	25
Cc1c(C(=O)c2ccc3c(c2)OCO3)ccc2c1OCO2	-5	x	x	1.0	1.5	14	0.6	-5.8	12
Cc1c(N/N=C(\C#N)C(=O)c2ccc(Cl)cc2)c(=O)n(-c2ccccc2)n1C	-14	x	1.2	-0.4	99*	23	x	1.2	7
O=C(COC(=O)C1CC2C=CC1C2)Nc1ccccc1 (centres undefined)	-6	-0.6	0.7	3.8	1.0	-2	x	-1.0	1
Cc1nnc2sc(SCC(=O)Nc3ccc(Cl)cc3)nn2c1=O	-4	-0.9	5.4	i	-1.0	1	1.1	-11	7
O=C(/C=C/c1cccc([N+](=O)[O-])c1)N1CCN(Cc2ccc3c(c2)OCO3)CC1	1	x	0.5	-0.3	0.1	-2	0.7	-4.8	6
CCN(CC(=O)Nc1ccc(NC(C)=O)cc1)C(=O)CN1C(=O)NC(C)(c2ccc3ccccc3c2)C1=O (centres undefined)	5	-0.3	x	-0.4	6.4	-3	1.5	-0.5	-2
COc1ccc(-c2nc(S(=O)(=O)c3ccccc3)c(N3CCN(C)CC3)o2)cc1	2	17	x	-4.5	x	8	1.5	-1.7	-4
Cc1ccc2nc(/C(C#N)=C/c3ccc(O)c(O)c3)[nH]c2c1	-6	-1.7	0.4	-0.4	-1.8	18	-3.1	1.3	-7
COc1ccc(OCC(=O)N/N=C2\CCc3ccccc32)cc1	2	2.3	-3.1	-2.2	-0.4	7	x	0.7	2
Cc1cccc(OC(C)C(=O)Nc2ccc(N3CCCCC3)cc2)c1 (centres undefined)	-2	0.2	-0.1	-1.2	-0.5	0	1.4	-3.7	13
CCc1ccc(OCC(O)CN2CCN(c3ccccn3)CC2)cc1 (centres undefined)	1	0.1	1.7	-0.8	-0.2	10	1.5	0.5	24
CC(Sc1nnc(C(F)(F)F)n1C)C(=O)Nc1ccc(S(N)(=O)=O)cc1 (centres undefined)	5	0.2	1.8	-0.3	-1.0	-3	-0.5	-3.3	-7
Cc1cc(C)cc(N=Cc2ccc([N+](=O)[O-])s2)c1	-5	x	-1.2	3.4	-0.3	7	x	-2.6	-4
CCOc1ccc(C(=O)Nc2cccc3nsnc23)cc1[N+](=O)[O-]	0	x	-0.5	2.3	-0.6	2	0.0	-1.6	-9
CC(OC(=O)CCc1nc2ccccc2[nH]c1=O)c1ccccc1 (centres undefined)	4	x	-2.4	i	-0.3	0	1.1	-0.3	9
Cc1ccc(N2CCCCn3c2nc2c3c(=O)n(CC(=O)O)c(=O)n2C)cc1	2	x	1.3	i	-0.2	12	x	1.7	1
CCc1nc(SCC(=O)N2CCCCC2)c2c(=O)n(C)c(=O)n(C)c2n1	0	2.7	-2.7	-0.2	-1.3	-1	1.2	0.3	16
CC1Cc2ccccc2N1C(=O)CSc1nnc(CNc2ccccc2)o1 (centres undefined)	0	x	0.0	0.5	-1.2	-3	1.1	-4.4	35
COCCNC(=O)C1CCN(S(=O)(=O)c2ccc3c(c2)OCCO3)CC1	-2	-0.6	2.2	-1.4	-1.6	-4	2.0	0.6	5
O=C(O)C1CCN(C(=O)COc2ccc3c(c2)oc(=O)c2ccccc23)CC1	138*	-1.0	-1.6	-0.6	2.1	11	0.8	-3.6	1
CC12CCC3C(CCC4CC(O)CCC43C)C1CC(O)C2 (centres undefined)	1	1.4	x	-3.4	1.3	6	-1.7	-2.1	11
COC(=O)c1c(NC(=O)CN2C(=O)c3ccccc3C2=O)sc(Cc2ccc3c(c2)OCO3)c1C	-3	-2.3	-2.0	-0.3	0.6	18	6.8	-1.9	6
CCCCC1C2=C(CCCC2=O)OC2=C1C(=O)CCC2	2	x	-1.5	-0.4	0.1	2	x	-1.2	2
Cc1cccc(C(=O)NC2C(=O)NNC2c2ccc(Cl)cc2)c1 (centres undefined)	-2	x	-0.7	-3.6	0.4	3	-9.6	-2.0	-2
CCC(=O)NC(=S)Nc1ccc(NC(=O)c2cccc([N+](=O)[O-])c2C)cc1	0	x	0.7	-0.3	0.2	16	x	0.6	-9
CCCCNC(=O)Nc1ccccc1C(=O)Nc1ccc(OC)cc1	-1	x	-0.6	i	0.6	3	x	-1.6	4
O=C(/C=C/c1c(Cl)cccc1Cl)NCc1ccco1	3	x	-0.1	-0.2	-1.5	9	x	-0.4	5
C=CCn1c(O)c(C=NCCCn2ccnc2)c(=O)[nH]c1=O	-2	x	-0.8	-0.4	1.5	6	2.0	-1.8	0
COc1ccc(OC)c(S(=O)(=O)Nc2ccccc2C)c1	-1	7.2	-4.1	i	-0.2	6	1.4	-1.1	0
COc1ccc(OC)c(C(=O)c2ccc([N+](=O)[O-])cc2)c1	-3	-0.3	x	1.0	2.9	5	1.6	-1.7	1
Cc1oc(-c2ccc(Cl)cc2)nc1CN1CCC(C(=O)NCc2ccco2)CC1	1	-0.9	2.4	-0.3	0.1	2	x	-1.5	3
CCCn1c(C)cc(C(=O)COC(=O)c2nccnc2N)c1C	0	x	-2.9	-0.3	-1.0	9	-0.2	-2.8	2
CCC(=O)Nc1ccc(Cl)c(NC(=S)NC(=O)c2cc3ccccc3o2)c1	1	0.8	-0.3	-0.3	0.0	21	-0.1	-3.9	12
O=C(CSc1nc2ccccc2c(=O)n1CC1CCCO1)NCCc1ccccc1 (centres undefined)	0	-0.9	0.4	-0.3	-0.7	9	-0.1	0.1	1
CCOCCN1CCN(c2c(CC)c(C)nc3cc(-c4cc(OC)cc(OC)c4)nn23)CC1	14	1.5	-4.2	-0.3	-1.1	2	x	-6.4	18
CCOc1ccc(CN(C)C(=O)CNC(=O)Cc2cccc3ccccc23)cc1	-1	-2.0	0.0	-0.4	1.1	-6	0.9	-3.4	20
Nc1ncnc2c1ncn2[C@@H]1O[C@H](C(=O)N2CCSC2)[C@@H](O)[C@H]1O	0	-1.4	x	x	x	x	0.4	-2.5	x
CN(C)Cc1c(C(=O)N/N=C/c2cccc(OCc3ccc(F)cc3)c2)nnn1-c1nonc1N	2	4.5	-0.4	-1.3	0.2	4	-0.4	-1.3	14
COc1ccc(NC(=O)c2ccc3c(c2)OCO3)cc1[N+](=O)[O-]	0	x	-1.3	-0.4	x	7	-0.3	0.0	-8
CN(C(=O)CSc1nnc2ccccn12)c1c(N)n(Cc2ccccc2)c(=O)[nH]c1=O	1	0.6	-0.2	-0.4	-2.5	9	x	-1.4	5
CC1CCOC2(O1)C(=O)N(CN1CCN(c3ccccc3F)CC1)c1ccccc12 (centres undefined)	1	2.2	-0.1	x	-0.2	2	x	-2.3	0
O=C([C@@H]1CC=C[C@@H]2CCN(C3CC3)C(=O)[C@@H]21)N1CCN(c2ccccc2)CC1	1	-1.0	2.9	-4.5	-2.3	10	4.9	0.4	8
O=C(OCN1C(=O)c2ccccc2C1=O)c1ccccc1	0	0.8	-0.6	i	-0.4	0	x	-0.7	-6
Cc1cc(N2CCN(Cc3nc(-c4ccc(Cl)cc4)oc3C)CC2)cc(C)n1	4	7.2	1.1	i	0.7	8	3.9	-5.4	39
CCCc1cc(=O)[nH]c(SCC(=O)Nc2nonc2C)n1	-2	-3.0	0.5	-0.4	-1.8	-9	-0.8	-3.9	1
C=CCSC1=N/C(=C\c2ccsc2)C(=O)S1	2	2.6	1.9	x	-0.9	17	x	0.0	12
Later entries.
SMILES	Mtb FBA inh	BioA inh	UGM FP inh	BH1578 lux ind	PfHsp40 yeast	GDH-TPI inh	TcdB inh	FadD28 FP inh	Yp Topo-I inh
COc1cccc2c1C(=O)c1c(O)c3c(c(O)c1C2=O)C[C@@](O)(C(=O)CO)C[C@@H]3O[C@H]1C[C@H](N)[C@H](O)[C@H](C)O1	-8	-42	40*	-0.3	146*	8	-14	63*	-31
O=C(CCc1nc(-c2ccccc2)no1)NC1CCCCC1	1	-5.3	3.2	-0.4	0.6	8	x	-0.4	-9
Cc1ccc(NS(=O)(=O)c2c(C)[nH]c(C)c2C(=O)N2CCCCC2)c(Cl)c1	2	-1.3	-3.5	-5.1	-1.4	3	1.4	-1.2	-2
COc1ccc2nc3ccccc3nc2c1NC(=O)c1ccccc1Cl	-1	x	9.5	-0.2	0.5	13	1.2	0.4	12
CCCCn1cnc2c(c1=O)c1nc3ccccc3nc1n2Cc1ccc2c(c1)OCO2	2	-1.8	1.6	-0.8	1.7	10	0.8	0.1	6
O=C(O)c1cc(NN=Nc2cccc([N+](=O)[O-])c2)cc([N+](=O)[O-])c1	-2	9.5	-3.1	-2.3	0.3	24	2.9	4.9	-7
O=C(NCc1ccco1)c1cc2ccccc2o1	-2	1.0	1.6	-2.1	1.0	2	x	-1.7	10
CCn1ccnc1CN(C)Cc1cn(-c2ccc(C)cc2)nc1-c1cccc(C)c1	7	x	-0.8	0.7	2.3	-4	0.3	-3.7	15
COc1cccc(NC(=O)COC(=O)c2c(C)nn(-c3ccccc3)c2C)c1	5	3.4	0.1	-2.1	3.7	0	-1.9	-1.0	11

Complete entries, quoted from the list. Order of screens: Mtb FBA inh	BioA inh	UGM FP inh	BH1578 lux ind	PfHsp40 yeast	GDH-TPI inh	TcdB inh	FadD28 FP inh	Yp Topo-I inh
CCn1ccnc1CN(C)Cc1cn(-c2ccc(C)cc2)nc1-c1cccc(C)c1 in the list: 7	x	-0.8	0.7	2.3	-4	0.3	-3.7	15
CCCCn1cnc2c(c1=O)c1nc3ccccc3nc1n2Cc1ccc2c(c1)OCO2 in the list: 2	-1.8	1.6	-0.8	1.7	10	0.8	0.1	6
COc1ccc2nc3ccccc3nc2c1NC(=O)c1ccccc1Cl in the list: -1	x	9.5	-0.2	0.5	13	1.2	0.4	12
O=C(NCc1ccco1)c1cc2ccccc2o1 in the list: -2	1.0	1.6	-2.1	1.0	2	x	-1.7	10

Assay outcomes (PubChem)
